Screening results: PubChem, several laboratories
PHOSPHO1 block – inhibitors of human PHOSPHO1 phosphatase; 290,000 tested, 1.1% active; AID 1565; recombinant PHOSPHO1, absorbance phosphatase assay; inhibition, % at 13.3 µM; in the data active = inhibition above about 60%
DNA FID counter – counter-screen for HCV NS3 helicase inhibitors: DNA intercalator displacement; inhibition, % at 7.9 µM; DNA fluorescent intercalator displacement, fluorescence; 290,000 tested, 0.17% active; in the data active = inhibition above about 37%;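 also: 0% = vehicle and 100% = reference compound; higher means more ethidium bromide displaced from hairpin DNA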
OXTR ag – activates the human oxytocin receptor. P30559. CHO-OTR cells, Fluo-8 calcium fluorescence; normalized: DMSO 0%, oxytocin 100%. activation, % at 3 µM. 320,000 tested, 0.32% active;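 active = activation above the mean of all tested compounds plus 3 SD, cutoff set per screening run, cut at about 20% in these data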;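 also: peak over basal fluorescence ratio from a 100 s FLIPR kinetic read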
Target sequence (P30559 whole entry, looked up): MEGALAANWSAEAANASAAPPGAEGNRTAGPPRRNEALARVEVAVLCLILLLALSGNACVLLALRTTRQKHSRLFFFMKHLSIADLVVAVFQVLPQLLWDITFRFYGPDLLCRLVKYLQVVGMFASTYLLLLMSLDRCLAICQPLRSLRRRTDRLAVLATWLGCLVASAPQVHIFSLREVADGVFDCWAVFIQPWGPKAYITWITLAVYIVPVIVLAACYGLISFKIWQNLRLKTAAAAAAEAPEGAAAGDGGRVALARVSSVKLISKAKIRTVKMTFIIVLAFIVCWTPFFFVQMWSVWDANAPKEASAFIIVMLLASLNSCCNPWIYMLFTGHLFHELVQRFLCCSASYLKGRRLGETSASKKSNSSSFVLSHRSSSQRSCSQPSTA
VIM-2 inh – blocks Pseudomonas aeruginosa VIM-2 metallo-beta-lactamase; purified VIM-2, nitrocefin hydrolysis, epi-absorbance fluorescence; inhibition, % at 5.6 µM; 290,000 tested, 0.89% active;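 active = inhibition above the mean of all tested compounds plus 3 SD, cutoff set per screening run, cut at about 7.5% in these data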;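 also: red hydrolysis product quenches plate fluorescence so inhibitors raise well fluorescence; 0% = enzyme with DMSO and 100% = DMSO without enzyme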
GalR3 antag – antagonists of human GalR3; O60755; HEK293 GalR3-CNG cAMP membrane potential fluorescence; galR3 body fused to GalR1 C-terminus; 360,000 tested, 0.44% active; inhibition, % at 3 µM;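 active = inhibition above the screen-wide average plus 3 SD, cut at about 13% in these data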;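 also: forskolin and galanin both at EC90 stimulate the cells; cAMP rise reported by CNG channel membrane potential dye signal; 0% = forskolin plus galanin with DMSO and 100% = forskolin alone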
Target sequence (O60755 1-299 limits assumed): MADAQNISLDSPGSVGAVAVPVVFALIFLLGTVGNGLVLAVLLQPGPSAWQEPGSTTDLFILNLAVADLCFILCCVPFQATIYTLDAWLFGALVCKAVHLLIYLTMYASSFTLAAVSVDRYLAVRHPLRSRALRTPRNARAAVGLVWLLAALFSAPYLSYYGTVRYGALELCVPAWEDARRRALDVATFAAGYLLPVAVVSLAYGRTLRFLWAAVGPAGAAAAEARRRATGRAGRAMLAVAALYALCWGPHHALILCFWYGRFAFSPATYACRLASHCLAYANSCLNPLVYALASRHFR
V1aR counter – activates human V1a receptor in oxytocin agonist counter-screen | P37288 | 320,000 tested, 0.25% active | CHO-V1R cells, Fluo-8 calcium fluorescence, agonist mode; 0% DMSO, 100% 3 nM vasopressin | AID 2797 | activation, % at 3 µM;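 active = activation above the mean activation of all tested compounds plus 3 SD, per screening run, cut at about 20% in these data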;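 also: signal is peak over basal fluorescence ratio across a 100 second FLIPR read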
HCV NS3 hel inh – HCV NS3 helicase inhibition; NS3 helicase DNA unwinding, Cy5 molecular beacon fluorescence; inhibition, % at 10.9 µM; AID 1800; 290,000 tested, 0.56% active;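 active = inhibition above the mean of all tested compounds plus 3 SD, set per campaign, cut at about 35% in these data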;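 also: 0% = DMSO wells and 100% = thioflavine S control wells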
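System: HCV NS3 helicase fragment; control set: DMSO and thioflavine S; technique: Cy5 fluorescence at 0 and 60 min, beacon hairpin quenching; reagent: beacon DNA duplex substrate plus ATP; replicates: singlicate; schedule: 1 h reaction at 25 °C, ATP-initiated; medium: MOPS buffer pH 6.5 with MgCl2, DTT, Tween20, BSA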
IMP-1 inhibitor – inhibitors of Pseudomonas aeruginosa IMP-1 metallo-beta-lactamase | 290,000 tested, 0.45% active | purified IMP-1, nitrocefin hydrolysis, epi-absorbance fluorescence | inhibition, % at 5.6 µM;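 active = inhibition above the mean plus 3 SD of all compounds in the same screening run, cut at about 4.5% in these data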;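 also: 0% = IMP-1 with DMSO and 100% = DMSO wells lacking enzyme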
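System: purified recombinant IMP-1 beta-lactamase. Medium: Zinc- and detergent-supplemented HEPES buffer, pH 7.1. Compound: one 5.6 µM dose […]. Schedule: 15 min preincubation plus 25 min reaction at 25 °C. Technique: Epi-absorbance fluorescence, 480 nm excitation, 530 nm emission.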
GPR7 antag – antagonists of human GPR7 (neuropeptides B/W receptor 1) | GPR7-expressing cells, fluorescence antagonist assay | inhibition, % at 4.4 µM | 290,000 tested, 1.1% active | AID 1861; in the data active = inhibition above about 16%, passing the limit was not always enough;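 also: cells stimulated with the agonist NPW; 0% = agonist with vehicle and 100% = vehicle without agonist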
Target sequence (P48145 whole entry, looked up): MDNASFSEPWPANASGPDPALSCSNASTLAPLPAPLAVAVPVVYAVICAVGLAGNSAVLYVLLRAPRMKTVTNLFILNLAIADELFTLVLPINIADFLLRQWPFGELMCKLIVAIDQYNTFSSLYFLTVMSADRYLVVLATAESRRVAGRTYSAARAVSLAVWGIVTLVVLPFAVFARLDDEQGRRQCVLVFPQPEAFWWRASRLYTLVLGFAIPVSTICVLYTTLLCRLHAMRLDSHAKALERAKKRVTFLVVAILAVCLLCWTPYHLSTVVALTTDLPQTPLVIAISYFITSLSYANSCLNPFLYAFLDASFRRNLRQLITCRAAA
* = called active by the depositor.

CSc1nc(N)nc(SCC(=O)C23CC4CC(CC(C4)C2)C3)c1C#N was read as PHOSPHO1 block -23, DNA FID counter -2, OXTR ag 0.1, VIM-2 inh -3.3, GalR3 antag -4, V1aR counter 0.5, HCV NS3 hel inh 0, IMP-1 inhibitor -5.2 and GPR7 antag -12.
`CCCc1nc2ccc([N+](=O)[O-])cc2[nH]1` gave PHOSPHO1 block 33, DNA FID counter -1, OXTR ag -0.4, VIM-2 inh -0.1, GalR3 antag 0, V1aR counter -0.5, HCV NS3 hel inh -5, IMP-1 inhibitor -1.9 and GPR7 antag -8.
O=C(Nc1cccc(S(=O)(=O)NC2=NCCC2)c1)C1CC(=O)N(c2ccc3c(c2)OCCO3)C1 (stereo unspecified) was read as PHOSPHO1 block 32, DNA FID counter -19, OXTR ag 0.5, VIM-2 inh -3.6, GalR3 antag -5, V1aR counter -0.5, HCV NS3 hel inh 6, IMP-1 inhibitor -2.2 and GPR7 antag -8.
CN(C)S(=O)(=O)c1cccc(C(=O)OCC(=O)NCc2ccccc2)c1 was read as PHOSPHO1 block -12, DNA FID counter -10, OXTR ag 1.4, VIM-2 inh -5.0, GalR3 antag -7, V1aR counter 0.6, HCV NS3 hel inh 9, IMP-1 inhibitor -4.6 and GPR7 antag -22.
For Cc1cccc(OCCCC(=O)Nc2ccc(S(=O)(=O)Nc3ncccn3)cc2)c1C the results were PHOSPHO1 block 17, DNA FID counter -34, OXTR ag -1.1, VIM-2 inh -1.9, GalR3 antag -4, V1aR counter 2.6, HCV NS3 hel inh 8, IMP-1 inhibitor -1.8 and GPR7 antag -17.
For CCC1CCCCN1C(=O)CSc1nc2c([nH]c3ccccc32)c(=O)n1C (stereo unspecified) the results were PHOSPHO1 block -2, DNA FID counter -5, OXTR ag -1.3, VIM-2 inh -1.9, GalR3 antag -3, V1aR counter -0.1, HCV NS3 hel inh -5, IMP-1 inhibitor 0.6 and GPR7 antag -1.
For O=C(COc1ccc(S(=O)(=O)N2CCCCC2)cc1)NCc1cccnc1 the results were PHOSPHO1 block 9, DNA FID counter -11, OXTR ag 1.7, VIM-2 inh -4.5, GalR3 antag -3, V1aR counter 1.5, HCV NS3 hel inh -4, IMP-1 inhibitor -4.0 and GPR7 antag -3.
`COc1ccc(COc2ccsc2C(=O)Nc2ccc(Cl)cc2)cc1` gave PHOSPHO1 block 26, DNA FID counter -2, OXTR ag 2.2, VIM-2 inh -0.8, GalR3 antag 2, V1aR counter 1.7, HCV NS3 hel inh -6, IMP-1 inhibitor -1.7 and GPR7 antag -9.
Screening COC(=O)C1=C(O)/C(=C\c2ccc(O)c(OC)c2)N=C1C returned PHOSPHO1 block 22, DNA FID counter -2, OXTR ag 0.3, VIM-2 inh -3.6, GalR3 antag -6, V1aR counter 0.9, HCV NS3 hel inh -5, IMP-1 inhibitor -2.8 and GPR7 antag -10.
Screening CCCCNC(=S)N(CCCN(C)C)Cc1cc2cc3c(cc2[nH]c1=O)OCO3 returned PHOSPHO1 block 36, DNA FID counter 3, OXTR ag -0.7, VIM-2 inh 2.2, GalR3 antag -9, V1aR counter 0.2, HCV NS3 hel inh -3, IMP-1 inhibitor -1.7 and GPR7 antag -7.

Reprinted at random: 2 records from the list.
Screening CCCCNC(=S)N(CCCN(C)C)Cc1cc2cc3c(cc2[nH]c1=O)OCO3 returned PHOSPHO1 block 36, DNA FID counter 3, OXTR ag -0.7, VIM-2 inh 2.2, GalR3 antag -9, V1aR counter 0.2, HCV NS3 hel inh -3, IMP-1 inhibitor -1.7 and GPR7 antag -7.
CSc1nc(N)nc(SCC(=O)C23CC4CC(CC(C4)C2)C3)c1C#N was read as PHOSPHO1 block -23, DNA FID counter -2, OXTR ag 0.1, VIM-2 inh -3.3, GalR3 antag -4, V1aR counter 0.5, HCV NS3 hel inh 0, IMP-1 inhibitor -5.2 and GPR7 antag -12.

Next results follow.
Screening CC1Cc2cc(/C(O)=C3/C(=O)C(=O)N(CCCn4ccnc4)C3c3ccc(Br)cc3)ccc2O1 (stereo unspecified) returned PHOSPHO1 block -52, DNA FID counter -37, OXTR ag -0.3, VIM-2 inh -3.0, GalR3 antag -5, V1aR counter 0.4, HCV NS3 hel inh -4, IMP-1 inhibitor -1.2 and GPR7 antag -2.
For O=C(Cn1cccc1C(=O)c1ccccc1)NCCN1CCOCC1 the results were PHOSPHO1 block 10, DNA FID counter 2, OXTR ag -0.9, VIM-2 inh -1.4, GalR3 antag -3, V1aR counter -0.1, HCV NS3 hel inh 1, IMP-1 inhibitor -3.1 and GPR7 antag -6.
CC(=O)c1c(C)nc2ccccc2c1N was read as PHOSPHO1 block 11, DNA FID counter -1, OXTR ag 2.2, VIM-2 inh -1.3, GalR3 antag 1, V1aR counter 0.7, HCV NS3 hel inh 19, IMP-1 inhibitor -2.0 and GPR7 antag -12.
`CN(C)C(=O)COC(=O)c1cccc(CN2C(=O)c3ccccc3C2=O)c1` gave PHOSPHO1 block 48, DNA FID counter -10, OXTR ag -0.9, VIM-2 inh -1.3, GalR3 antag -5, V1aR counter 2.0, HCV NS3 hel inh -4, IMP-1 inhibitor -4.2 and GPR7 antag 0.
COc1cc(C(=O)N2CCN(S(=O)(=O)c3ccc(F)cc3)CC2)cc(OC)c1OC was read as PHOSPHO1 block 5, DNA FID counter -25, OXTR ag -0.3, VIM-2 inh -1.1, GalR3 antag -3, V1aR counter 0.5, HCV NS3 hel inh -12, IMP-1 inhibitor -2.8 and GPR7 antag 8.
`CCOC(=O)c1ccc(NC(=O)COc2ccc(S(=O)(=O)NC(C)C)cc2)cc1` gave PHOSPHO1 block 34, DNA FID counter -20, OXTR ag 9.9, VIM-2 inh -3.0, GalR3 antag -9, V1aR counter 5.7, HCV NS3 hel inh -7, IMP-1 inhibitor -2.4 and GPR7 antag 6.
Cc1ccc(C(=O)NCCc2nnc3ccc(SCC(=O)Nc4cc(C)on4)nn23)cc1 was read as PHOSPHO1 block -8, DNA FID counter -18, OXTR ag 5.6, VIM-2 inh -0.4, GalR3 antag -4, V1aR counter 0.1, HCV NS3 hel inh 4, IMP-1 inhibitor 1.0 and GPR7 antag -1.
`CSc1cccc(NS(=O)(=O)c2ccccc2)c1` gave PHOSPHO1 block -11, DNA FID counter 1, OXTR ag -1.7, VIM-2 inh -5.9, GalR3 antag -1, V1aR counter -0.6, HCV NS3 hel inh -7, IMP-1 inhibitor -3.0 and GPR7 antag 7.
O=C(CCNS(=O)(=O)c1ccccc1)N1CCN(c2ccccc2F)CC1 was read as PHOSPHO1 block 22, DNA FID counter -24, OXTR ag 0.8, VIM-2 inh -2.8, GalR3 antag 0, V1aR counter -0.3, HCV NS3 hel inh -9, IMP-1 inhibitor -1.9 and GPR7 antag 2.
Screening Cc1cccc(OCC(=O)N(Cc2cccs2)C2CCS(=O)(=O)C2)c1C (stereo unspecified) returned PHOSPHO1 block -7, DNA FID counter -28, OXTR ag -0.2, VIM-2 inh -4.8, GalR3 antag -8, V1aR counter 1.2, HCV NS3 hel inh -1, IMP-1 inhibitor -2.9 and GPR7 antag -5.
For Cc1ccc2nnc(Cl)n2n1 the results were PHOSPHO1 block 2, DNA FID counter -2, OXTR ag 0.6, VIM-2 inh -1.1, GalR3 antag 0, V1aR counter 0.7, HCV NS3 hel inh 7, IMP-1 inhibitor -2.7 and GPR7 antag -3.
Screening CC(=O)Oc1ccc(N(C(C)=O)S(=O)(=O)c2cc([N+](=O)[O-])ccc2C)cc1 returned PHOSPHO1 block -9, DNA FID counter 2, OXTR ag 0.4, VIM-2 inh -2.6, GalR3 antag 2, V1aR counter 0.0, HCV NS3 hel inh -2, IMP-1 inhibitor -3.4 and GPR7 antag -10.
CCC1Sc2ccc(S(=O)(=O)Nc3ccc(OC)c(OC)c3)cc2NC1=O (stereo unspecified) was read as PHOSPHO1 block 32, DNA FID counter -28, OXTR ag 7.3, VIM-2 inh 1.1, GalR3 antag -9, V1aR counter 6.5, HCV NS3 hel inh 1, IMP-1 inhibitor -0.5 and GPR7 antag 10.
`CCOC(=O)Cc1csc(NC(=S)NC(=O)CC(C)C)n1` gave PHOSPHO1 block 3, DNA FID counter -16, OXTR ag -0.7, VIM-2 inh -0.2, GalR3 antag -3, V1aR counter -0.2, HCV NS3 hel inh 12, IMP-1 inhibitor -1.6 and GPR7 antag -7.
Screening COc1ccc(NC(=O)/C(C#N)=C\c2cc(OC)c(OCc3ccc(C(=O)O)cc3)cc2Br)cc1 returned PHOSPHO1 block 4, DNA FID counter 6, OXTR ag 0.2, VIM-2 inh 0.6, GalR3 antag -1, V1aR counter 4.5, HCV NS3 hel inh -13, IMP-1 inhibitor -1.9 and GPR7 antag -13.
For O=C(Nc1nc2ccccc2s1)c1cc2c(s1)-c1ccccc1OC2 the results were PHOSPHO1 block -9, DNA FID counter -2, OXTR ag 0.5, VIM-2 inh -0.5, GalR3 antag -1, V1aR counter 1.0, HCV NS3 hel inh -3, IMP-1 inhibitor 0.3 and GPR7 antag 9.
For CCn1c(SCC(=O)Nc2nc3c(s2)CCCC3)nnc1-c1ccccc1 the results were PHOSPHO1 block 18, DNA FID counter -34, OXTR ag -0.9, VIM-2 inh -0.3, GalR3 antag -3, V1aR counter 2.4, HCV NS3 hel inh -11, IMP-1 inhibitor -0.9 and GPR7 antag -10.
Cc1[nH]c2ccc(C(C)C)cc2c1CC(=O)O was read as PHOSPHO1 block 22, DNA FID counter -16, OXTR ag -0.5, VIM-2 inh 0.5, GalR3 antag -6, V1aR counter -0.3, HCV NS3 hel inh 21, IMP-1 inhibitor -0.2 and GPR7 antag -2.
Cc1ccc(/C(O)=C2\C(=O)C(=O)N(CCc3c[nH]c4ccccc34)C2c2cccnc2)cc1 (stereo unspecified) was read as PHOSPHO1 block 4, DNA FID counter -61, OXTR ag 1.2, VIM-2 inh 1.1, GalR3 antag -7, V1aR counter -0.1, HCV NS3 hel inh 17, IMP-1 inhibitor -1.3 and GPR7 antag -7.
`O=C(Cn1cnc([N+](=O)[O-])n1)NC1CC1` gave PHOSPHO1 block 68*, DNA FID counter -1, OXTR ag 0.8, VIM-2 inh -0.9, GalR3 antag -1, V1aR counter -0.9, HCV NS3 hel inh -10, IMP-1 inhibitor -1.3 and GPR7 antag -21.
`Cc1ccc(-c2nn(C)c(=O)c3ccccc23)cc1CO` gave PHOSPHO1 block 8, DNA FID counter -5, OXTR ag -0.1, VIM-2 inh 1.8, GalR3 antag -2, V1aR counter 0.0, HCV NS3 hel inh -8, IMP-1 inhibitor -1.8 and GPR7 antag 4.
`Cc1ccccc1CCN(C(=O)CN1C(=O)c2ccccc2S1(=O)=O)C(C(=O)NCC1CCCO1)c1ccncc1` (stereo unspecified) gave PHOSPHO1 block -18, DNA FID counter -12, OXTR ag 0.4, VIM-2 inh -2.8, GalR3 antag -1, V1aR counter 1.1, HCV NS3 hel inh 0, IMP-1 inhibitor -3.4 and GPR7 antag -7.

An unsorted share of the library; about 4.3% have a hit in one of these screens.
